KCNQ2 block = KCNQ2 channel blockers in CHO-K1 cells – cell-based, FluxOR thallium flux, B-score, primary screen (AID 2156); 20 min; stronger effect = lower value; actives 1.1% (n = 310,000); B-score at 10 µM; O88943;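 active means fluorescence ratio B-score at most minus 3 library SDs, with starting brightness B-score within 2 library SDs, cut at about -5.5 in these data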
Target sequence (O88943 whole entry, looked up): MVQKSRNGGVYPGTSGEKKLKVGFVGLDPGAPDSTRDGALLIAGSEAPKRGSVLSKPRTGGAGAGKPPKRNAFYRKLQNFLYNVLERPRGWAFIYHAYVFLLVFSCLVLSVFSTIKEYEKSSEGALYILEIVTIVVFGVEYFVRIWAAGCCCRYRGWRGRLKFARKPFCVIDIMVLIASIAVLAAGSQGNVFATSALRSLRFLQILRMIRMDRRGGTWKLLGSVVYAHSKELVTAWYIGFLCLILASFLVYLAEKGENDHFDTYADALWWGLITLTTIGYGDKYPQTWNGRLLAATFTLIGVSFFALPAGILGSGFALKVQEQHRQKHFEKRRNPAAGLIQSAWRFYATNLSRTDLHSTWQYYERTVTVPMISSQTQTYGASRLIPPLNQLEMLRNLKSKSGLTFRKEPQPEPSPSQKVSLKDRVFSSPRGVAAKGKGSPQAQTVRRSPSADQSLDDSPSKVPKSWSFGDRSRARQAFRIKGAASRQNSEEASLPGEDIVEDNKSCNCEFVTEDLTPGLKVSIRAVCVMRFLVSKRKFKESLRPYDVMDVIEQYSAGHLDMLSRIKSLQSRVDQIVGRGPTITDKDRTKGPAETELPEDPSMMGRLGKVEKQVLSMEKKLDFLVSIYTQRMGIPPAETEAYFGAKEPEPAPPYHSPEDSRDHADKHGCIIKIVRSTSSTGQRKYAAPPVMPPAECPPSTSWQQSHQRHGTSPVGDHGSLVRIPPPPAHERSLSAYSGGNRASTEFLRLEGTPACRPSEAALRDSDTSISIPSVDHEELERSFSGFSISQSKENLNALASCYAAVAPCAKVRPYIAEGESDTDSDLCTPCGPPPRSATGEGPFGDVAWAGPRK
Kir21 inh = Kir2.1 (mouse) channel inhibition. P35561. HEK293-Kir2.1, FluxOR thallium flux fluorescence; stronger effect = lower value. B-score at 10 µM. actives 0.85% (n = 310,000);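 active means fluorescence ratio B-score at or below minus 3 SD of library scores, with starting-brightness B-score within 2 SD, cut at about -4.2 in these data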;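 further: channel flux triggered by added potassium and thallium sulfate stimulus; B-score of peak minus minimum fluorescence over baseline after thallium stimulus; more negative B-score means stronger Kir2.1 block with less thallium influx; some compounds called inactive have numbers as strong as hits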
STK33 kinase inh = human STK33 kinase inhibition; inhibition, % at 10 µM; actives 0.073% (n = 320,000); Q9BYT3; purified STK33, MBP phosphorylation, ADP-Glo luminescence;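 active means inhibition at or above 25%, using the most active replicate where run in duplicate; inactive means inhibition below 25%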
* hit, by the source's call; i = inactive.

# | SMILES | KCNQ2 block | Kir21 inh | STK33 kinase inh
1 | COCCNC(=O)[C@@]1(C)C=C[C@@H](Cc2ccccc2)N1C(=O)c1ccccc1 | i | 3.5 | -1.7
2 | COc1ccc(-c2nc(CN(C)C(C)c3ccon3)c(C)o2)c(C)c1C (stereo not given) | i | 0.52 | -0.2
3 | COc1ccccc1CCC(=O)Oc1ccc(C#N)cc1OC | i | -0.91 | -0.9
4 | Cc1ccc(CNC(=O)N2CCN(S(=O)(=O)c3ccccc3)CC2)cc1 | i | 1.1 | -0.8
5 | Cc1ccc(NC(=O)CSc2nnc(CNC(=O)c3ccccc3F)o2)cc1Cl | i | -0.03 | -2.3
6 | CCc1ccc(C(=O)CN2C(=O)NC(C)(CCc3ccccc3)C2=O)cc1 (stereo not given) | i | -2.8 | -0.3
7 | COc1ccc(CN(C)Cc2nc3cc(OC)c(OC)cc3c(=O)[nH]2)c(OC)c1 | i | -0.6 | 0.5
8 | O=C(/C=C/c1ccccc1)Nc1ccc(C(=O)N2CCCCC2)cc1 | i | -0.2 | -2.2

3 compounds already listed, sorted by heavy-atom count, highest first.
# | SMILES | KCNQ2 block | Kir21 inh | STK33 kinase inh
6 | CCc1ccc(C(=O)CN2C(=O)NC(C)(CCc3ccccc3)C2=O)cc1 (stereo not given) | i | -2.8 | -0.3
2 | COc1ccc(-c2nc(CN(C)C(C)c3ccon3)c(C)o2)c(C)c1C (stereo not given) | i | 0.52 | -0.2
8 | O=C(/C=C/c1ccccc1)Nc1ccc(C(=O)N2CCCCC2)cc1 | i | -0.2 | -2.2

The results go on:
# | SMILES | KCNQ2 block | Kir21 inh | STK33 kinase inh
9 | Cc1cc(NC(=S)NC(=O)C2CC2)ccc1Br | i | -0.62 | -1.6
10 | O=C(CCC(=O)n1ncc2ccccc21)NCc1ccccc1Cl | i | 0.57 | -1.2
11 | CCC1=NN(C(=O)c2ccc([N+](=O)[O-])cc2)C(O)(c2ccccc2)C1 (stereo not given) | i | -0.49 | 0.7
12 | COc1ccc(C[C@H]2CN3C(=NC[C@@H]3Cc3ccc(O)cc3)N2CCNC(=O)c2ccc(C)c(Br)c2)cc1 | i | -3.9 | -0.6
13 | CC12/C(=N/O)C3C4CC5C3/C(=N/O)C1C5C42 (stereo not given) | i | 1.1 | 0.3
14 | CCCc1nnc(NC(=O)Cn2c(=O)oc3ccccc32)s1 | i | 0.39 | -0.6
15 | CN(C)NC1CCS(=O)(=O)C1 (stereo not given) | i | 1.5 | -0.1
16 | Cc1nn(CC(=O)Nc2ccc(N3CCOCC3)cc2)c(C)c1Br | i | 0.04 | -0.2

Entries of single compounds, looked up by structure.
`Cc1cc(NC(=S)NC(=O)C2CC2)ccc1Br` as listed: KCNQ2 block: i; Kir21 inh: -0.62; STK33 kinase inh: -1.6
`Cc1nn(CC(=O)Nc2ccc(N3CCOCC3)cc2)c(C)c1Br` as listed: KCNQ2 block: i; Kir21 inh: 0.04; STK33 kinase inh: -0.2
`O=C(CCC(=O)n1ncc2ccccc21)NCc1ccccc1Cl` as listed: KCNQ2 block: i; Kir21 inh: 0.57; STK33 kinase inh: -1.2

(more compounds)
# | SMILES | KCNQ2 block | Kir21 inh | STK33 kinase inh
17 | C=CCn1c(N)c(C(=O)Nc2cccc(C)c2)c2nc3ccccc3nc21 | i | 0.61 | -3.4
18 | COc1ccccc1CNC(=S)NCc1ccc(F)cc1 | i | -0.11 | -1.5
19 | COc1cc(C)c(C#N)c(OC)n1 | i | 0.05 | -0.3
20 | Cc1ccc(C)c2[nH]c(=O)c(CCNC(=O)c3ccco3)cc12 | i | 1.7 | 0.6
21 | COc1cc(OC)cc(C(=O)NCCC(=O)NCCc2ccc(OC)c(OC)c2)c1 | i | 0.71 | 0.1
22 | O=C(COc1cc2oc(=O)c3c(c2cc1Cl)CCCC3)N1C[C@H]2C[C@@H](C1)c1cccc(=O)n1C2 | i | 2.4 | 1.1
23 | CCOC(=O)N1CCN(C(=O)COc2ccc(Cl)cc2C)CC1 | i | 0.05 | -1.2
24 | CCn1c(Cc2cccs2)nnc1SCC(=O)c1ccc(C)cc1 | i | -4.9* | -0.4
25 | CCN(Cc1ccccc1)C(=O)CSc1nc(C)cc(C)c1C#N | i | -4.7* | -0.5
26 | CCOc1ccc(CCNC(=O)COC(=O)COc2ccc(C(=O)CC)cc2)cc1OCC | i | -0.23 | -1.9
27 | O=C(Nc1ccc2oc(-c3ccccc3)nc2c1)C1CCCO1 (stereo not given) | i | 0.56 | 1.6
28 | C=CCn1c(SCC(=O)NC2CCCC2)nnc1-c1ccncc1 | i | -0.98 | -0.2
29 | CCOC(=O)c1sc(-c2ccccc2)cc1NC(=O)c1ccc(S(=O)(=O)N(CCOC)CCOC)cc1 | i | 1.9 | 0.2
30 | CCCCCC(=O)Nc1ccc(S(=O)(=O)Nc2ccc(Cl)nn2)cc1 | i | 0.61 | -1.0
31 | Clc1ccc(-c2cc3ccccc3nc2N2CCCC2)cc1 | i | -0.48 | 0.5
32 | NC(=O)CC(NC(=O)c1ccccc1)c1ccc(NCc2ccc(F)cc2)c([N+](=O)[O-])c1 (stereo not given) | i | -0.03 | 0.5
33 | CCOC(=O)C1=C(CS(=O)(=O)c2ccc(F)cc2)NC(=O)NC1c1cc(OC)c(O)c(OC)c1 (stereo not given) | i | 1.8 | -2.1
34 | Cc1ccccc1NC1=C(C(=O)c2ccccc2)N(C)S(=O)(=O)c2ccccc21 | -8.1* | 0.34 | -2.0
35 | Nn1c(Cc2ccccc2)nc2ccccc2c1=O | i | 0.2 | -1.2
36 | Cc1cccc(C)c1NC(=O)C1CCCN1S(=O)(=O)c1ccccc1 (stereo not given) | i | -1.2 | -0.4
37 | CC(C)(C)CC(C)(C)NCC(O)COc1ccc2c(c1)CCC2 (stereo not given) | i | -1.5 | -2.1
38 | Cc1ccc2c(c1)c1c3n2CCCNC3CCC1 (stereo not given) | i | -1.6 | -0.4
39 | COc1ccccc1NC(=O)CSc1nc2ccccc2c(=O)n1CCNC(C)=O | i | -0.98 | -0.6
40 | CC1CCC/C(=N/Nc2nc3ccccc3s2)C1 (stereo not given) | i | -0.05 | 2.7
41 | COc1ccc(NC(=O)N2CCCC(C(=O)Nc3cccc(C)c3C)C2)cc1 (stereo not given) | i | 0.45 | -1.1
42 | Cc1nn(CCOc2ccccc2)c(=O)n1-c1ccc(F)cc1 | i | -1.7 | 1.6
43 | Cc1cc(C)cc(OC(C)C(=O)Nc2ccc3c(c2)n(C)c(=O)n3C)c1 (stereo not given) | i | 2.5 | -0.9
44 | Cc1cc(C(=O)N/N=C/c2cc(Br)c(Br)o2)n[nH]1 | i | 0.04 | 2.4
45 | COCCCN(C(=O)Cc1coc2cc(C)c(C)cc12)c1c(N)n(Cc2ccccc2)c(=O)[nH]c1=O | i | 1.1 | -0.1
46 | CCn1cc(CCC(=O)NCCN2CCOCC2)c2ccccc21 | i | 0.02 | 1.3
47 | COc1ccc(C(=O)CN2C(=O)c3ccccc3S2(=O)=O)cc1 | i | -0.54 | 0.0
48 | Cn1cnc(S(=O)(=O)N2CCN(c3ccc(Cl)cc3)CC2)c1 | i | 0.02 | -2.6
49 | O=C(CCl)NN1C(=O)NC(c2ccccc2)(c2ccccc2)C1=O | i | 0.15 | -1.3
50 | O=C(NNC1CC(=O)N(c2ccccc2)C1=O)c1ccc(COc2ccccc2Cl)o1 (stereo not given) | i | -1.6 | 0.0
51 | CN(C)/C=C/C(=O)c1ccc([N+](=O)[O-])c(CS(=O)(=O)c2ccc(Cl)cc2)c1 | i | -0.05 | 0.7
52 | CCOC(=O)c1c(NC(=O)CSc2nncs2)sc(C)c1C | i | -1.4 | 0.5
53 | COc1cc(C(=O)Nc2ccc3c(c2)OCO3)ccc1-n1cnnn1 | i | 0.67 | -1.2
54 | Cc1cc(Br)ccc1OCc1nc(-c2cccnc2)no1 | i | -0.44 | -1.8
55 | COc1cccc(OC)c1NC(=O)Cn1nc(-c2ccc3c(c2)OCCO3)ccc1=O | i | 1.4 | 0.4
56 | CC1CCCN(C2=C(NS(=O)(=O)c3ccc(Br)cc3)C(=O)c3ccccc3C2=O)C1 (stereo not given) | i | 1 | -0.5
57 | O=C(c1ccco1)N1CCN(S(=O)(=O)/C=C/c2ccccc2)CC1 | i | 1.2 | -3.6
58 | CC(=O)Nc1ccc(NC(C)=O)s1 | i | -0.64 | -1.3
59 | CCN(C(=O)COC(=O)CSc1ccccc1)c1c(N)n(Cc2ccccc2)c(=O)[nH]c1=O | i | 1.9 | -0.3
60 | O=C(Nc1cccc2c1C(=O)NC2=O)c1cccnc1Cl | i | -0.66 | -0.8
61 | COc1ccc(C(=O)CC(=O)C(=O)Nc2cccc(C(C)=O)c2)cc1 | i | 0.06 | -0.5
62 | CCc1ccc2c(c1)C(c1ccncc1)=NNC(c1ccccc1)=N2 | i | 0.55 | -0.3
63 | c1ccc(-c2csc(=Nc3cccnc3)n2CC2CCCO2)cc1 (stereo not given) | i | -1.3 | -0.9
64 | Cc1ccc(OCC(=O)NNC(=O)c2cc3ccccc3o2)cc1 | i | 0.46 | -0.1
65 | CC(=O)N1c2ccc(S(=O)(=O)N3CCC(C(=O)Nc4cccc(Cl)c4)CC3)cc2CC1C (stereo not given) | i | -0.08 | -2.5
66 | O=C(Cn1cnc2c(nnn2-c2cccc(F)c2)c1=O)Nc1ccc2c(c1)OCCO2 | i | 0.17 | 0.2
67 | CCn1c2ccccc2c2cc(NC(=O)CSc3nnc(-c4ccccc4)o3)ccc21 | i | 0.34 | 0.9
68 | O=C(CSc1nnc(COc2ccc(Cl)cc2)o1)N1CCN(c2ccccc2)CC1 | i | 0.55 | -0.3
69 | O=C(Oc1cccc2cccnc12)c1cccs1 | i | -1.2 | 0.3
70 | NC(=O)c1ccc(C(=O)N/N=C(/Cc2ccccc2)c2ccccc2)cc1 | i | -0.18 | -1.6
71 | COc1cccc(-c2nnn(CCC(=O)O)n2)c1 | i | 0.15 | -0.9
72 | O=C(NC(=O)c1ccccc1)OCCN1C(=O)c2ccccc2C1=O | i | 1.8 | 0.5

More compounds follow.
# | SMILES | KCNQ2 block | Kir21 inh | STK33 kinase inh
73 | O=C(c1ccccc1)N1CCC(O)(c2ccc3c(c2)OCO3)CC1 | i | -1.1 | -1.4
74 | O=[N+]([O-])c1ccc(Nc2ccc(Cl)cc2)nc1 | i | 1.4 | 1.2
75 | Cc1ccc(NC(=O)c2sccc2-n2cccc2)c(Cl)c1 | i | -0.02 | 0.5
76 | CC1(C)COC(Cn2c3ccccc3c3ccccc32)O1 (stereo not given) | i | 1.2 | -1.5
77 | O=C(CN1CCC(NC(=O)Cc2ccccc2)CC1)Nc1ccccc1Br | i | 1.2 | -0.6
78 | O=C(NC(=S)NCCCN1CCOCC1)c1cccc2ccccc12 | i | 0.55 | -0.3
79 | COc1ccc(N2CCN(C(=S)Nc3cccc(OC)c3)CC2)cc1 | i | 1.2 | -0.4
80 | COc1ccc(NC(=O)Nc2ccccc2F)c(C)c1 | i | -0.96 | -1.2
81 | Cc1ccc(CNC(=O)C2CCCN2C(=O)Nc2cccc(Cl)c2)cc1 (stereo not given) | i | -0.19 | -2.2
82 | Fc1ccc(/C=N\Nc2cccc(F)c2)cc1 | i | 0.09 | -0.1
83 | C/C=C/C(O)c1ccc2ccccc2c1 (stereo not given) | i | 0.6 | -0.9
84 | Cc1ccc(NC(=O)CCCn2c(=S)[nH]c3ccsc3c2=O)cc1C | i | -0.1 | 1.0
85 | COc1cc(C(=O)OCC(=O)N2CCCCC2C)ccc1OCc1c(C)noc1C (stereo not given) | i | 1.1 | -0.7
86 | Cc1ccc(NC(=O)c2ccc(S(=O)(=O)N3CCCCCC3)cc2)nc1 | i | -0.05 | 1.1
87 | CCCn1c(N)c(N(CCOC)C(=O)c2ccc(F)cc2F)c(=O)[nH]c1=O | i | -1.1 | -1.2
88 | CC(NC(=O)/C(=C/c1cccc([N+](=O)[O-])c1)NC(=O)c1ccco1)C(=O)O (stereo not given) | i | -0.35 | 0.8
89 | COc1ccc(O)c(/C=N/NC(=O)c2c(C)nnn2-c2nonc2N)c1 | i | 0.11 | -0.1
90 | Cc1cc(NC(=O)c2c(-c3c(F)cccc3Cl)noc2C)no1 | i | 0.48 | -1.4
91 | O=C(Nc1ccccn1)c1csc2c1CCCC2 | i | -0.95 | -0.7
92 | C=CCn1c(SCC)nc2sc3c(c2c1=O)CCc1ccccc1-3 | i | 0.33 | -0.9
93 | CC(C)CC(C(=O)NC(C)(C)C)N(Cc1cccs1)C(=O)c1snc(C(N)=O)c1N (stereo not given) | i | 0.87 | -0.5
94 | CCc1ccc(OCc2ccc(C(=O)NCc3ccccn3)o2)cc1 | i | 2.2 | 4.5
95 | O=C(NCc1ccccn1)c1ccc(OC2CCN(Cc3ccc(CO)o3)CC2)cc1 | i | 0.17 | -1.0
96 | CC(=O)c1c(C)[nH]c(C(=O)NCCN2CCC(C)CC2)c1C | i | 0.56 | -0.4
97 | Cc1ccc(C2=NN(CC(=O)NCCN(CC(C)C)CC(C)C)C(=O)CC2)cc1 | i | -1.5 | 1.9
98 | O=C(Nc1cccc(C(F)(F)F)c1)Nc1ccon1 | i | -0.23 | -0.6
99 | O=C(NCCCC1CCCC1)C1CCC(=O)N(Cc2ccccc2F)C1 (stereo not given) | i | -1.7 | -0.2
100 | CN(C)/C=N/c1nc(-c2ccc3c(c2)OCO3)cs1 | i | -1.1 | 1.9
101 | COc1cc(C2CC(=O)Oc3c2c(=O)n(C)c2ccccc32)cc(OC)c1OC (stereo not given) | i | 0.68 | -0.9
102 | O=C(CC(C(=O)N1CCc2ccccc21)n1ccnc1)N1CCc2ccccc2C1 (stereo not given) | i | -1.8 | -0.3
103 | CC(=O)c1ccc(S(=O)(=O)N2CCC(c3nnc(SCCN4CCCC4)n3C)CC2)cc1 | i | 3.2 | 0.4
104 | COc1ccccc1C(=O)Nc1ccccc1N1CCN(C(=O)c2ccc(Cl)cc2)CC1 | i | -2.2 | -1.0
